Compound activity deposited in PubChem by National Center for Advancing Translational Sciences (NCATS).
TSHR antagonist = Antagonists of the Thyroid Stimulating Hormone Receptor: HTS campaign; Thyrotropin receptor (Homo sapiens), P16473; TSHR-expressing cells, TSH-stimulated cAMP HTRF, 2 h; active compounds read low; activity change, negative = inhibition, % at 11.5 µM; actives 0.2% (n = 330,000); AID 504810, 2011;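 active means activity change below a set negative limit, meaning inhibition stronger than a set level, cut at about -70% in these data; inconclusive means activity change between two set negative limits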; further: on the % scale 0 is the no-effect control and ±100 the full control effect
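TSHR-expressing cells, 200/well, pre-treated with compound, then stimulated with EC80 TSH (4nM final) for 2 hours at 37 deg C. cAMP measured by competitive HTRF: anti-cAMP cryptate antibody in lysis buffer plus cAMP-d2, read after 30 minutes at room temperature.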
BCR signal inh = qHTS Assay to Find Inhibitors of Chronic Active B-Cell Receptor Signaling; ABC-DLBCL IkBa-CBG/CBR reporter, luminescence ratio, 4 h; Potency, µM (top dose mostly 46.1 µM), without a hit: at the top dose ratio change, negative = lower green/red ratio, usual class: inhibitors; actives 0.05% (n = 340,000); AID 493014, 2011; active means well fitted inhibition curve with a large enough effect in the signal ratio, with a control signal flat, not every such curve was filed as active; inconclusive means small, poorly fitted or top-dose-only effect, or effect the other way, or a change in a side signal; the % refers to the signal ratio;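 further: potency means the concentration at half of the fitted maximal effect; plate controls were basal doxycycline-induced cells for no effect and cells given 10 µM MG132 for full effect; MG132 reads +100%, hits lower the ratio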
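Doxycycline induced both beetle luciferases in TMD8 lymphoma cells; IKK-driven degradation limits the IkappaBalpha-fused green signal, while red luminescence normalises for cell number and nonspecific effects. Compounds tested up to 46 uM, 4 hrs.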
TSG101-PTAP inh = qHTS Assay for Iinhibitors of HIV-1 Budding by Blocking the Interaction of PTAP/TSG101 | Tumor susceptibility gene 101 protein (Homo sapiens), Q99816 | Fluorescence polarization, FITC-PTAP peptide / Tsg101 binding | Potency, µM (doses to about 115 µM), for inactives: at the top dose activity change, negative = inhibition, usual class: inhibitors | 340,000 tested, under 10 active; active means well fitted inhibition curve with a large enough effect in the main read-out, with a control signal flat, not every such curve was filed as active; inconclusive means small, poorly fitted or top-dose-only effect, or effect the other way, or a change in a side signal; inactive means no such curve, though single readings can be large or run the other way; further: potency means the concentration at half of the fitted maximal effect; % of control where 0% means no effect
Target sequence (Q99816 whole entry, looked up): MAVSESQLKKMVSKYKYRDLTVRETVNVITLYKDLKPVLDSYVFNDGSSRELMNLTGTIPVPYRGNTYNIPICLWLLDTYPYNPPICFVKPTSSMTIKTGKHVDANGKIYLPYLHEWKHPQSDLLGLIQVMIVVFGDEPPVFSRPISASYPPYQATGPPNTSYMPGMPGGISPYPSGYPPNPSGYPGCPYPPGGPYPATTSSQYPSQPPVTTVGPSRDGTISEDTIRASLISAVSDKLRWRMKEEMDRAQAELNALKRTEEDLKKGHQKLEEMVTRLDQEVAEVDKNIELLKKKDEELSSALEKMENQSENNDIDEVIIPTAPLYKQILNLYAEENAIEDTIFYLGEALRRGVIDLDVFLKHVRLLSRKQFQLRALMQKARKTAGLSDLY
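Tsg101 binding domain (10 uM final) was mixed with compound and a FITC-labeled PTAP peptide (50 nM final) in HEPES pH 7.5 buffer with NaCl, Tween 20, EDTA and TCEP; fluorescence polarization was read after 20 min at r.t.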
Eya2 inh = qHTS Assay for Inhibitors of the Phosphatase Activity of Eya2. recombinant Eya2, OMFP fluorescence dephosphorylation (OMFP is methylfluorescein phosphate). Potency, µM (highest dose often 76.9 µM), inactives show top-dose activity, negative = inhibition, hits mostly inhibitors. actives 0.006% (n = 330,000); further: potency means the concentration at half of the fitted maximal effect; on the % scale 0 is the no-effect control and ±100 the full control effect
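Eya2 protein (added as 0.2 uM solution) was preincubated with compound for 10 min at ambient temperature in 50 mM HEPES pH 7.5, 50 mM NaCl, 5 uM MgCl2, 0.05% BSA, 1 mM DTT. OMFP (added at 50 uM) then reacted 10 min; fluorescence read at 485/525 nm.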
uPA generation = qHTS for Inhibitors of Cell Surface uPA Generation | AID 540303, 2011 | Potency, µM (doses to about 38.3 µM), for the others: at the highest dose activity change, negative = inhibition, usual class: inhibitors | actives 0.31% (n = 330,000) | cell surface uPA generation assay, qHTS; active means well fitted inhibition curve with a large enough effect; inconclusive means small, poorly fitted or top-dose-only effect; inactive means no such curve, though single readings can be large or run the other way; tested in mouse RAW 264.7 cells; further: potency means the concentration at half of the fitted maximal effect; on the % scale 0 is the no-effect control and ±100 the full control effect; nearly all actives have a fitted effect of over 55% in size
USP2a block = qHTS Assay for Inhibitors of Ubiquitin-specific Protease USP2a Using CHOP2 as the Reporter | actives 0.01% (n = 330,000) | Potency, µM (titrated, usually from 38.3 µM), for inactives: at the top dose activity change, negative = inhibition, hits mostly inhibitors | USP2 core, Ub-CHOP2 coupled fluorogenic reporter, 485/531 | Ubiquitin carboxyl-terminal hydrolase 2 (Homo sapiens), O75604;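 further: potency means the concentration at half of the fitted maximal effect; plate controls were DMSO wells for no effect and full inhibition by NEM control for full effect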
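Cell-free coupled assay: 10nM USP2 core preincubated 30min RT with compound in Tris-HCl pH 8.0/CaCl2/CHAPS buffer, then 25nM Ub-CHOP2 and 25nM reporter substrate; fluorescence (Ex 485/Em 531) read after 60min RT, normalized to NEM inhibition, concentration-response curves fitted.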
ELG1 repair inh = qHTS screen for small molecules that inhibit ELG1-dependent DNA repair in human embryonic kidney (HEK293T) cells expressing luciferase-tagged ELG1; HEK293T ELG1-luciferase reporter, luminescence, 16 h; DNA damage induced by 5-fluorouridine; Potency, µM (top dose mostly 46.1 µM), for the others: at the top dose activity change, negative = inhibition, usual class: inhibitors; actives 2.3% (n = 330,000); further: potency means the concentration at half of the fitted maximal effect; on the % scale 0 is the no-effect control and ±100 the full control effect; nearly all actives have a fitted effect of over 55% in size
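DMSO vehicle served as the neutral condition. Each well held 2,000 cells given 5-fluorouridine plus compound; after 16 hr at 37 °C/5% CO2, ONE-Glo was added and luciferase measured 30 min later.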
TCR activator = Activators of T cell receptors: qHTS campaign; primary human leukocytes, anti-CD3, IL-2 HTRF, 48 h; Potency, µM (titrated, usually from 9.22 µM), inactives show at the top dose activation of IL-2 secretion, actives largely listed as activators; 330,000 tested, under 10 active; further: % of control where 0% means no effect
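IL-2 produced over 48 hr by a-CD3 bead-stimulated primary human leukocytes exposed to compounds was detected with a homogeneous time-resolved FRET immunoassay, 665nm acceptor signal after 320nm excitation.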
B2AR arrestin = qHTS assay of beta-arrestin-biased ligands of beta2-adrenergic receptor; Beta-2 adrenergic receptor (Homo sapiens), P07550; beta-arrestin recruitment to beta2AR, cell-based reporter; Potency, µM (titrated, usually from 46.1 µM), for inactives: at the highest dose activation, usual class: activators; actives 0.02% (n = 330,000); AID 492947, 2010;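 further: potency means the concentration at half of the fitted maximal effect; 0% = DMSO controls and full agonism = EC100 isoproterenol or metaproterenol; nearly all actives have a fitted effect of over 65% in size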
Mito fusion yeast = qHTS Assay for Small Molecule Inhibitors of Mitochondrial Division or Activators of Mitochondrial Fusion; S. cerevisiae fusion-defective mutant growth rescue, CellTiterGlo 48 h; Potency, µM (top dose mostly 46.1 µM), for the others: at the top dose growth rescue (activation), usual class: activators; actives 0.23% (n = 320,000); AID 485298, 2010;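 further: potency means the concentration at half of the fitted maximal effect; % of control where 0% means no effect; nearly all actives have a fitted effect of over 45% in size; temperature-sensitive fusion mutants such as fzo1-1 at 37 °C on non-fermentable ethanol glycerol medium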
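Yeast fusion mutant, YPEG (non-fermentable carbon), compound, 48 h at 37C non-permissive; CellTiterGlo added, 10 min RT, luminescence read. Rescued growth = division inhibition.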
Tb PFK inh = qHTS Assay to Find Inhibitors of T. brucei phosphofructokinase. ATP-dependent 6-phosphofructokinase (Trypanosoma brucei brucei), O15648. T. brucei PFK, ADP-Glo luminescence. Potency, µM (titrated, usually from 57.5 µM), without a hit: at the top dose activity, negative = inhibition, most hits filed as inhibitors. actives 0.17% (n = 330,000);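 further: potency means the concentration at half of the fitted maximal effect; 0% = uninhibited 1x PFK enzyme wells and -100% = no-enzyme wells; nearly all actives have a fitted effect of over 60% in size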
Target sequence (O15648 whole entry, looked up): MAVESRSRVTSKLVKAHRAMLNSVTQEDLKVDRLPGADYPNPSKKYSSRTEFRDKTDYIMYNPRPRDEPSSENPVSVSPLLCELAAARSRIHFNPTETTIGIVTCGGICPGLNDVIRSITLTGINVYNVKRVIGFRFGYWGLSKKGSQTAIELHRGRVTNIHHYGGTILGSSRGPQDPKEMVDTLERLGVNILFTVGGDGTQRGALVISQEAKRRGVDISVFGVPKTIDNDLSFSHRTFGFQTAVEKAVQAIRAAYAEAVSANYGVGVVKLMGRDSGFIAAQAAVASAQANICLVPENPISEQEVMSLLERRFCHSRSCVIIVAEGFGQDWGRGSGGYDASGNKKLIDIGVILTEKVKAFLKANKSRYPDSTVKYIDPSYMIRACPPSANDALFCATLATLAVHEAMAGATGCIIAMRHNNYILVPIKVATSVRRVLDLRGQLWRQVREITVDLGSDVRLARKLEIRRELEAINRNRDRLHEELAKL
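In TEA buffer at pH 8.0 with 5 mM MgCl2, enzyme (1.25 nM) converted F6P (0.5 mM) and ATP (0.1 mM) for 45 min at room temperature. ADP product was read by luciferase luminescence.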
* = called active by the depositor; ? = inconclusive; nt = no result given; [ ] = dose if it differs, or a comment. Unless noted, the call rests on the fitted dose curve; in most records, active means well fitted curve in the direction sought with a large enough effect; inconclusive means small, poorly fitted or top-dose-only effect, or another doubt; inactive means no such curve, though single readings can be large; an effect the other way counts as inactive or inconclusive.

The opening 3 compounds as a preview:
Molecule	TSHR antagonist	BCR signal inh	TSG101-PTAP inh	Eya2 inh	uPA generation	USP2a block	ELG1 repair inh	TCR activator	B2AR arrestin	Mito fusion yeast	Tb PFK inh
COc1cccc(NC(=O)c2ccc3c(SCC(=O)O)c4c(nc3c2)CCCC4)c1	-3	-1%	-5%	0%	3%	2%	9%	1%	0.4%	6%	-5%
CC1=Nn2c(nnc2C2CCCCC2)SC1	26	-7%	-11%	-5%	-1%	2%	16%	3%	-0.4%	4%	5%
Cc1ccc(S(=O)(=O)NC2CCSC2=O)cc1C (configuration not stated)	0	0%	-2%	-11%	2%	3%	29%	0%	-0.1%	0%	-3%

The whole of this part, previewed entries included:
Molecule	TSHR antagonist	BCR signal inh	TSG101-PTAP inh	Eya2 inh	uPA generation	USP2a block	ELG1 repair inh	TCR activator	B2AR arrestin	Mito fusion yeast	Tb PFK inh
COc1cccc(NC(=O)c2ccc3c(SCC(=O)O)c4c(nc3c2)CCCC4)c1	-3	-1%	-5%	0%	3%	2%	9%	1%	0.4%	6%	-5%
CC1=Nn2c(nnc2C2CCCCC2)SC1	26	-7%	-11%	-5%	-1%	2%	16%	3%	-0.4%	4%	5%
Cc1ccc(S(=O)(=O)NC2CCSC2=O)cc1C (configuration not stated)	0	0%	-2%	-11%	2%	3%	29%	0%	-0.1%	0%	-3%
COc1cccc(NC(=O)CSc2nnc3ccc(-c4ccccn4)nn23)c1	16	1%	-6%	10%	2%	-1%	5%	3%	-0.1%	0%	1%
O=C(c1nc2nc(-c3ccc(Cl)cc3)cc(C(F)(F)F)n2n1)N1CCOCC1	9	2%	-6%	5%	-7%	1%	2%	-32%	-0.1%	1%	-3%
C=CCN1CCN(C(=O)c2cc3c(s2)CCCC3)CC1	-4	2%	-7%	-2%	6%	1%	?	-3%	0.3%	0%	1%
NC(=O)c1ccc(NC(=O)CNCc2ccccc2Cl)cc1	1	-1%	0%	-7%	10%	3%	16%	-4%	-0.2%	4%	2%
COCCn1c(SCC(=O)N2CCCc3ccccc32)nc2ccccc2c1=O	34	?	-4%	1%	1%	-13%	?	1%	-0.3%	?	4%
N#Cc1nc(-c2ccc(F)cc2)oc1NCc1ccccc1	-3	17%	-1%	-2%	-1%	-3%	9%	11%	0.2%	0%	1%
Cn1c(-c2cccc(Br)c2)cnc1NCc1cccnc1	6	7%	-3%	-18%	2%	1%	-1%	3%	-0.2%	7%	-5%
COCCNC(=S)NCc1cccs1	-1	3%	-3%	-2%	1%	0%	7%	13%	-0.2%	-5%	0%
CC1(C)CC(=O)C(C(N)=NC(=O)c2ccc([N+](=O)[O-])cc2)=C(O)C1	3	2%	-1%	6%	-4%	2%	10%	0%	0.2%	-1%	0%
CN(C)S(=O)(=O)c1ccc(Cl)c(C(=O)Nc2ccccc2[N+](=O)[O-])c1	3	-1%	0%	-14%	-3%	4%	1%	4%	0.5%	1%	1%
Cc1cccc(NC(=O)CN2C(=O)S/C(=C\c3ccccn3)C2=O)c1	-4	4%	-1%	3%	-27%	2%	?	20%	-0.6%	14%	6%
CN=C(c1ccco1)n1c(=S)nc(-c2ccco2)n(C)c1=S	-11	3%	-6%	-3%	-2%	0%	13%	-7%	0.0%	1%	0%
COc1cccc(-c2nnn(CC(=O)Nc3cc(OC)c(NC(=O)c4ccco4)cc3OC)n2)c1	-9	-4%	-5%	17%	2%	1%	3%	3%	-0.2%	-1%	-3%
CN1C(=O)c2ccc(NC(=O)c3cccc(N4C(=O)CCC4=O)c3)cc2C1=O	-19	?	1%	-4%	13%	2%	9%	-3%	0.5%	-2%	1%
COc1ccc(NC(=O)N(Cc2cc3cc(C)ccc3[nH]c2=O)CC2CCCO2)cc1 (configuration not stated)	-9	-6%	-4%	8%	?	4%	?	-2%	0.3%	-6%	4%
CSc1nc2n(n1)C(C)C1=C(CCCC1=O)N2 (configuration not stated)	2	1%	-2%	4%	0%	2%	?	6%	0.0%	1%	-3%
COCCCNc1nc2c(-c3cccc(C(F)(F)F)c3)nnn2c2ccccc12	-4	?	0%	2%	-8%	2%	10%	-3%	-0.5%	1%	-1%
O=C(CN1C(=O)CCSc2ccccc21)Nc1ccc(F)cc1	1	12%	-5%	-11%	nt	-1%	-4%	-1%	0.2%	-3%	0%
C[C@]12CCC3C(CC[C@H]4CC(O)CC[C@]34C)C1CC/C2=N/O (some centres not stated)	-4	-6%	1%	3%	5%	7%	17%	-18%	0.1%	13%	18%
CC(C)CN(C(=O)/C=C/c1nc2ccccc2s1)C1CCS(=O)(=O)C1 (configuration not stated)	-1	-7%	0%	-4%	-6%	3%	-14%	4%	-0.2%	-2%	-6%
CC(=O)Nc1ccc(Nc2nc(-c3sc(C)nc3C)cs2)cc1	-16	?	-2%	11%	-12%	3%	?	4%	-0.4%	3%	1%
COc1cc2c(cc1OC)C(CC#N)=NC(C)(C)C2	20	16µM*	0%	-3%	-12%	-2%	?	2%	-0.9%	0%	0%
CCOc1ccc(N(C(=O)c2cc3ccccc3oc2=O)C2C=CS(=O)(=O)C2)cc1 (configuration not stated)	-6	0%	3%	-14%	0%	-2%	-10%	12%	0.1%	1%	-2%
C=C(C)C1Cc2c(C)nn(-c3nc(C)cc(C)n3)c2C1 (configuration not stated)	8	?	-4%	-10%	-4%	-1%	-9%	-1%	8.7%	-9%	-8%
Nc1[nH]c(N=NC(=O)c2ccccc2)c2ccccc12	-3	?	-3%	7%	-1%	-8%	?	-2%[46.1 µM]	8.8%	-1%	1%
CCOC(=O)c1cnc2c(c(C)nn2CC)c1NCCN1CCOCC1	-15	-22%	-2%	-16%	-11%	0%	-10%	2%	-0.3%	-1%	2%
COc1cccc(CNC(=O)CCC2CCCN(C(=O)c3cscn3)C2)c1 (configuration not stated)	-3	-1%	-3%	1%	-4%	5%	13%	0%	-1.0%	-1%	0%
COC(=O)[C@@]1(Cc2ccccc2)[C@H]2C(=O)N(Cc3ccccc3)C(=O)[C@H]2[C@H]2CN=C(SCc3ccc(C)cc3)N21	-3	6%	-12%	1%	-24%	1%	?	-9%[46.1 µM]	-0.5%	nt	-1%
Cn1c(=O)c2c(nc(SCc3nc(N)nc(N4CCCCC4)n3)n2C)n(C)c1=O	0	-1%	1%	-3%	-6%	3%	?	-6%	-3.4%	-4%	0%
